Bioassay records as filed in PubChem BioAssay.
ST2 inh: blocks human ST2 binding to IL-33; actives 2.3% (n = 78,000); AlphaLISA ST2-Fc/biotin-IL-33 interaction, 1 h; AID 1259354; inhibition, % for hits at 17 µM; Q01638; in the data active = inhibition above about 30%; inconclusive = mostly about 10% to 28%
Target sequence (Q01638 whole entry, looked up): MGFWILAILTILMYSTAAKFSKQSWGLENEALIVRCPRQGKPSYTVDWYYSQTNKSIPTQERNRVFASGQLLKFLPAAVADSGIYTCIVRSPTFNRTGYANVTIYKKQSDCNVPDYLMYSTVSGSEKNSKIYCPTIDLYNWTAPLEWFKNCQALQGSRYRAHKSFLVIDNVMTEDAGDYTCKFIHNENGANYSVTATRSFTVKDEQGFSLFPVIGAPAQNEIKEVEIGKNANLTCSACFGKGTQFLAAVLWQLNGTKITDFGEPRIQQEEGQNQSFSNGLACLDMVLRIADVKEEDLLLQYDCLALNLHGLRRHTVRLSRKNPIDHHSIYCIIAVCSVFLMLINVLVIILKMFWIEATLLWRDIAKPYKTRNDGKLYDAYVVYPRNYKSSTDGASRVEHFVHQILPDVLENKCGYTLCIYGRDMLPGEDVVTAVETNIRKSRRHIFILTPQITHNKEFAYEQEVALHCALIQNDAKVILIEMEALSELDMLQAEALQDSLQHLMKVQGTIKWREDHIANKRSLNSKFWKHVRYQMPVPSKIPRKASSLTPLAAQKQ
The depositor's hits bear a star; i = inactive; ? = inconclusive.

SMILES	ST2 inh
Cc1ccc(S(=O)(=O)Nc2cccc(C)c2C)cc1[N+](=O)[O-]	i
CC(=O)N1c2c(cc(Br)cc2S(=O)(=O)Nc2ccc(C(F)(F)F)cc2)CC1C (centres undefined)	i
COc1ccccc1OC1CN(C(=O)c2cnn(Cc3ccccc3)c2)C1	i
COc1ccc(CCC(=O)N2CCC(O)(C(=O)O)CC2)cc1	i
COCCc1noc(C2CCCCN2C(=O)c2ccc(F)c(C)c2)n1 (centres undefined)	?
O=C(c1ccc(Br)cc1)N1CCN(c2ccc([N+](=O)[O-])cc2Cl)CC1	?
Cc1ccc(-n2ncc3c(=O)n(CC(=O)Nc4cc(C)on4)cnc32)cc1	i
CC1CC(Nc2ccccc2)c2ccccc2N1C(=O)c1ccc(F)cc1 (centres undefined)	i
CCC1Sc2ccccc2N(CC(=O)O)C1=O (centres undefined)	i
CC[C@H]1CN(S(=O)(=O)c2ccc(OC)cc2)CC[C@H]1CC(=O)NCc1cccnc1	?
Cc1cc(=O)c(C(=O)N2CCCC(C)C2)c(CCc2ccccc2)n1Cc1ccncc1 (centres undefined)	i
O=C1CCCCN1CC(=O)N(CC1CCN(C2CCCC2)CC1)CC1CCCO1 (centres undefined)	i
CC1=C(C(=O)NCc2ccc(Cl)cc2)C2(CCN(S(C)(=O)=O)CC2)OC1=O	i
Cc1ccc(C(=O)N2CCOCC2)cc1Br	i
O=C(c1ccc[nH]c1=O)N1CCCC(CCc2cccc(C(F)(F)F)c2)C1 (centres undefined)	i
O=C(COc1ccc([N+](=O)[O-])cc1)c1ccc(F)cc1	i
COc1ccc(NC(=O)C2CCN(C(=O)c3ccc(OC)c(OC)c3)CC2)cc1OC	i
Cc1cc(C)nc(Nc2nc(C)c3cc4c(cc3n2)OCO4)n1	i
COC(=O)C1C(=O)C2=C(CC1C)NC(C)=C(C(=O)OC1CCCC1)C2c1ccc(OC)cc1 (centres undefined)	i
CC12CCC(C(=O)N(c3ccccc3Cl)C1=O)C2(C)C (centres undefined)	i

A draw from above in order of heavy-atom count, low to high.
SMILES	ST2 inh
O=C(COc1ccc([N+](=O)[O-])cc1)c1ccc(F)cc1	i
Cc1ccc(S(=O)(=O)Nc2cccc(C)c2C)cc1[N+](=O)[O-]	i
O=C(c1ccc(Br)cc1)N1CCN(c2ccc([N+](=O)[O-])cc2Cl)CC1	?
Cc1ccc(-n2ncc3c(=O)n(CC(=O)Nc4cc(C)on4)cnc32)cc1	i
CC[C@H]1CN(S(=O)(=O)c2ccc(OC)cc2)CC[C@H]1CC(=O)NCc1cccnc1	?
COc1ccc(NC(=O)C2CCN(C(=O)c3ccc(OC)c(OC)c3)CC2)cc1OC	i

New compounds follow:
SMILES	ST2 inh
CC1(C)CC(=O)c2cc(OCC(=O)N3CCCC3)ccc2O1	i
N#Cc1ccccc1NC(=O)C1CC1(c1ccccc1)c1ccccc1 (centres undefined)	i
Cc1nc2c(C(=O)NC3CC3)c[nH]n2c(=O)c1Cc1ccccc1F	?
COc1cc(N/C=C(/C#N)c2nc(-c3ccc([N+](=O)[O-])cc3)cs2)c(OC)cc1Cl	?
O=C1N(Cc2ccc(F)cc2Cl)c2ccccc2C12OCCCO2	i
COc1ccc(S(=O)(=O)NC(c2ccccc2)c2ccccc2)cc1	i
Ic1ccc(OCCCCn2ccnc2)cc1	?
COc1ccc(C(=O)N2CCCC(C(=O)c3cccs3)C2)c(O)c1 (centres undefined)	?
CC(=O)c1cccc(NC(=O)CSc2ccc(C)cc2)c1	i
O=C(COc1ccc(Cl)cc1Cl)Nc1nc2ccccc2s1	i
CCOc1ccc2nc(SC3CC(=O)N(c4cc(OC)ccc4OC)C3=O)sc2c1 (centres undefined)	i
CCSc1nnc(-c2cccc(NC(=O)c3ccccc3Cl)c2)n1C	i
Cc1nc(C)c(C(=O)N(Cc2ccsc2)CC(C)C)o1	i
NC(=O)CSC(c1ccccc1)(c1ccccc1)c1ccccc1	i
COC(=O)C1C(=O)C2=C(CC1C)NC(C)=C(C(=O)OC1CCCCC1)C2c1ccccc1OC (centres undefined)	i
COC(=O)c1ccc(N2C(=O)c3cc4ccccc4cc3C2=O)cc1	?
COc1ccc(-n2nc3c(c2NC(=O)C(C)(C)C)CSC3)cc1	i
Cc1cc(C)c(S(=O)(=O)N2CCN(C)CC2)cc1Br	i
CC1CCCC(NC(=O)c2ccc3c(c2)NC(=O)C(N2CCOCC2)S3)C1C (centres undefined)	i
CCCc1cc(C(=O)Nc2c(C)nn(Cc3ccc(Cl)cc3)c2C)no1	i

Filtered by structure: those above with a cyano group
SMILES	ST2 inh
N#Cc1ccccc1NC(=O)C1CC1(c1ccccc1)c1ccccc1 (centres undefined)	i
COc1cc(N/C=C(/C#N)c2nc(-c3ccc([N+](=O)[O-])cc3)cs2)c(OC)cc1Cl	?

Carrying on.
SMILES	ST2 inh
COc1ccccc1CNC(=O)CNC(C)c1nncn1C (centres undefined)	i
CC(C)c1ccc2oc(-c3ccc(NC(=O)c4ccco4)cc3)nc2c1	i
CCCOc1ccc(C(=O)Nc2cccc(-c3nc4ccccc4o3)c2)cc1	?
CCn1cc(C(=O)NCCCN2CCN(C)CC2)c2cc(OC)c(OC)cc2c1=O	i
N#CC1=C(N)Oc2[nH]c(=O)[nH]c(=O)c2C1c1ccccc1 (centres undefined)	i
COC(=O)c1ccc(-n2ncnc2-c2ccc(OCc3ccccc3)c(OC)c2)cc1	i
O=c1c(Oc2ccc(F)cc2)coc2c(O)c(O)ccc12	41.0%*
O=C(NC[C@H]1O[C@@H](CC(=O)N2CCN(c3ccc(F)cc3)CC2)[C@H](O)[C@@H]1O)c1ccc(F)c(Cl)c1	i
Cc1cc(C)nc(NC(=O)C2CC=CCC2C(=O)O)c1 (centres undefined)	i
O=S(=O)(c1ccc(F)cc1)N(CCCN1CCOCC1)Cc1cccs1	i
COc1ccc(OC)c(-c2ncnc3sccc23)c1	?
CCO[C@H]1COC[C@@H]1NC(=O)c1nc2c(s1)CCCC2	?
O=C(CN1CCN(Cc2ccccc2F)C1=O)N1CCOCC1	i
CCN(CC)C(=O)CSc1nc2cc(Cl)ccc2o1	i
CCOC(=O)c1csc(Nc2nc3c(F)cccc3s2)n1	i
CCC1=C(c2ccc(OC)cc2)S(=O)(=O)N(CC(=O)Nc2c(C)cccc2CC)C1=O	i
CCCn1cnc2c1CN(S(=O)(=O)c1ccc(F)cc1)[C@H](C(=O)OC)C2	i
Cc1ccccc1-c1nc(CN2CCC(C(=O)N3CCC4(CC3)OCCO4)CC2)c(C)o1	i
Cc1ccc2nc(C)c(C(=O)N3CCCN(c4ccncc4C)CC3)n2c1	i
O=C(CS(=O)(=O)c1cccc2nsnc12)Nc1cccc(F)c1	?
O=Cc1cn(CC(=O)N2CCCC2)c2ccc(Br)cc12	i
COC(=O)CCCNC(=O)[C@@]1(O)C[C@@H](O)[C@H](O)[C@@H](NC(=O)Nc2ccc(C)cc2)C1	?
COCC(=O)Nc1cccc(-n2ccc(-c3cccnc3)n2)c1	i
Cc1ccccc1C(=O)Nc1nnc(CC(C)(C)C)s1	i
O=C1CC(/C=C/c2ccc(Br)cc2)=Nc2ccccc2N1	?
COc1ccc(S(=O)(=O)Nc2ccccc2Cl)cc1	i
CC1(NCc2ccccc2)CCS(=O)(=O)C1 (centres undefined)	i
c1ccc(CCCN2CCC(N3CCCCC3)CC2)cc1	i
O=C(NC(=C(Cl)Cl)S(=O)(=O)c1ccccc1)c1ccc(Cl)cc1	i
NS(=O)(=O)c1ccc(CCNC(=O)C2=Cc3ccccc3OC2)cc1	i
N#C/C(=C\c1ccc(O)cc1O)c1nc2ccccc2[nH]1	i
CC(C)(CC(=O)O)CC(=O)N[C@H]1CO[C@H]2[C@@H]1OC[C@@H]2n1nnnc1Oc1ccc(-n2ccnc2)cc1	?
C=CCN(Cc1ccc(C)s1)C(=O)c1cccnc1NC	i
O=C1NN(c2ccccc2)C(=O)/C1=C/c1cc(Br)ccc1O	i
O=C(c1ccc2nc3ccccc3c(=O)n2c1)N1CCN(c2ccc(Cl)cc2)CC1	?
O=C(Nc1cccc(C(F)(F)F)c1)O[C@@H]1CO[C@H]2[C@@H]1OC[C@@H]2Nc1nccc(-c2ccc3c(c2)OCO3)n1	?
CCCc1ncncc1C(=O)NCc1cccnc1N1CCN(C)CC1	i
COCCOc1nc2ccccc2s1	?
O=C(NCc1cccnc1)c1cc(-c2cccc(Cl)c2)on1	i
COc1ccccc1C1Nc2ccc(C(=O)c3ccccc3)cc2NC2=C1C(=O)CC(C)(C)C2 (centres undefined)	31.0%*
Cc1cc(C)cc(N2C(=O)NC3CC2(C)Oc2ccccc23)c1 (centres undefined)	i
COc1cccc2sc(NC(=O)c3ccc(S(=O)(=O)N4CCc5ccccc54)cc3)nc12	?
CN(CC(=O)NC1CCCCCCC1)S(=O)(=O)c1ccc2c(c1)CCC(=O)N2	?
CC(C)c1ccc(NS(=O)(=O)c2cccc3nonc23)cc1	?
N#Cc1cnn(-c2ccc(Cl)nn2)c1N	i
C=CCN(Cc1ccccc1OC)C(=O)c1ccc(NC(C)=O)cc1	i
C/C=C(\C)CN1CCN(c2ccccc2)CC1	i
CC(=O)c1ccc(NC(=O)C23CC4CC(CC(C4)C2)C3)cc1	i
CCOc1ccccc1Nc1ncnc2c1cnn2-c1ccc(C)cc1C	i
Cc1cc(C)cc(N(C(=O)c2ccccc2F)C2C=CS(=O)(=O)C2)c1 (centres undefined)	?
COc1ccc(C2(C(=O)Nc3ccc(C)cc3)CCOCC2)cc1OC	i
CC(C)c1ccc(CCCC(=O)N2CCC3(CC2)CN(C)CCN3C)cc1	i
Cc1ccc(-n2c(=O)n(C)c3c(C(N)=O)nc(-c4ccc(F)cc4F)nc32)cc1C	i
O=C(N[C@@H](Cc1ccccc1)C(=O)CCl)OCc1ccccc1	?
COc1ncccc1-c1ccc(S(N)(=O)=O)s1	i
Cc1cc(C)n(-c2ccc(C(=O)NCCSc3nnnn3C)cc2)n1	i
CC1(C)CC(=O)C2=C(C1)Nc1ccccc1NC2c1c(Cl)cccc1Cl (centres undefined)	i
O=C(Nc1nnc(N=Cc2cccs2)s1)c1cccc([N+](=O)[O-])c1	i
Clc1ccc2nc(N3CCCCC3)sc2c1	i
CCn1ccnc1CN1CCN(Cc2ccc(F)cc2)C(=O)C1	?

In the list so far, these contain a CF3 group.
SMILES	ST2 inh
CC(=O)N1c2c(cc(Br)cc2S(=O)(=O)Nc2ccc(C(F)(F)F)cc2)CC1C (centres undefined)	i
O=C(c1ccc[nH]c1=O)N1CCCC(CCc2cccc(C(F)(F)F)c2)C1 (centres undefined)	i
O=C(Nc1cccc(C(F)(F)F)c1)O[C@@H]1CO[C@H]2[C@@H]1OC[C@@H]2Nc1nccc(-c2ccc3c(c2)OCO3)n1	?

New compounds follow
SMILES	ST2 inh
O=C(CSc1nc2ccccc2[nH]1)Nc1cc(Cl)ccc1Cl	?
Cc1nnc(CN2CCCC(CCc3ccccc3C(F)(F)F)C2)o1 (centres undefined)	?
CC(C)c1nnsc1CNC1CCC2(CCNCC2)CC1	?
O=C1C(=O)N(CCCN2CCOCC2)C(c2cccs2)C1=C(O)c1ccc(Cl)cc1 (centres undefined)	i
COC(=O)C(C)Oc1cccc2c1ccc1c3c(c(=O)oc12)CCCC3 (centres undefined)	i
C=CCNC(=O)C[C@@H]1CCN(C(=O)c2ccnc(Cl)c2)C[C@@H]1CC	?
CC1=C(C(=O)OCc2ccc(C)cc2)C(c2ccccc2Cl)NC(=O)N1 (centres undefined)	i
C=CCOc1ccccc1C(=O)N1CC[C@H](O)[C@@H](O)C1	?
Cn1c(SCc2ccccc2Br)nnc1-c1ccc([N+](=O)[O-])cc1	i
CC(C)(CC(=O)O)CC(=O)N[C@H]1CO[C@H]2[C@@H]1OC[C@@H]2n1nnnc1Oc1cccc(N2CCOCC2)c1	i
CCc1ccc(CN2CCCN(C)CC2)cc1	i
C=CCN(Cc1ccccc1C)C(=O)[C@H](N)C1CCCCC1	i
CCC(C)NC(=O)C1(O)c2cc(Br)ccc2NC(=O)N1c1cccc(OC)c1 (centres undefined)	i
CN(Cc1ncccc1C(=O)O)Cc1noc2c1CCCC2	?
CNc1ccc(C)cc1C(=O)N1CCc2nc(N(C)C)[nH]c(=O)c2CC1	i
Cc1cc(C)c(C(=O)N(CCN(C)C)CC2CCCN(Cc3ccccc3F)C2)o1 (centres undefined)	?
CCOC(=O)Cn1c(=O)oc2cc(Cl)ccc21	i
COC(=O)CN1CCN(Cc2cccc3c2OCO3)C(C)C1=O (centres undefined)	i
O=C(COc1ccc(Cl)cc1)Nc1ccccn1	?
CC(=O)Cc1nsc(Nc2ccc(C)c(Cl)c2)n1	i
COc1ccc(OC)c(NC(=O)N2CCCCC2CN2CCOCC2)c1 (centres undefined)	i
O=C(NC1CC(=O)N(c2ccccc2)C1)c1cccs1 (centres undefined)	?
Cc1ccc(CCNC(=O)CCc2nc3sc4c(c3c(=O)[nH]2)CCCC4)cc1	i
CC1(C)Oc2ccccc2C2CC(c3cccs3)=NN21 (centres undefined)	?
CC(CCc1ccccc1)NC1CCN(Cc2ccccc2)CC1 (centres undefined)	i
O=C(c1cc(=O)[nH]c2ccccc12)N1CC(c2ccncc2)C1	i
Cc1cc2oc(=O)cc(C)c2cc1NC(=O)c1ccc[nH]1	i
Cc1nc2ncnn2c(C)c1Cc1ccc(Cl)cc1	i
O=C(CN(c1ccccc1)S(=O)(=O)c1ccccc1[N+](=O)[O-])N1CCc2ccccc2C1	?
CC1CCc2c(sc(NC(=O)c3cc(-c4cccc(Cl)c4)on3)c2C(N)=O)C1 (centres undefined)	i
O=C(Nc1nc2c(s1)CCCC2)c1ccco1	i
Cc1cc(F)ccc1NC(=O)CNCCCC1CCOC1 (centres undefined)	i
CSCC(=O)N1CCCCC1C(=O)Nc1ccc(-n2nc(C)cc2C)cc1 (centres undefined)	?
COc1cccc(NS(=O)(=O)c2c(C)noc2C)c1	i
Cc1ccn2cc(-c3ccc(I)cc3)nc2c1	i

Of the compounds above, 6 have a COOH group.
SMILES	ST2 inh
COc1ccc(CCC(=O)N2CCC(O)(C(=O)O)CC2)cc1	i
CCC1Sc2ccccc2N(CC(=O)O)C1=O (centres undefined)	i
Cc1cc(C)nc(NC(=O)C2CC=CCC2C(=O)O)c1 (centres undefined)	i
CC(C)(CC(=O)O)CC(=O)N[C@H]1CO[C@H]2[C@@H]1OC[C@@H]2n1nnnc1Oc1ccc(-n2ccnc2)cc1	?
CC(C)(CC(=O)O)CC(=O)N[C@H]1CO[C@H]2[C@@H]1OC[C@@H]2n1nnnc1Oc1cccc(N2CCOCC2)c1	i
CN(Cc1ncccc1C(=O)O)Cc1noc2c1CCCC2	?

A portion of the library; count on the stated rates, not on these rows.
